# Screens: PubChem BioAssay, Broad Institute
# NFkB SMM: binds human NF-kappa-B p105 on microarray; calls only; actives 1.3% (n = 17,000); Small molecule microarray, anti-His fluorescence binding; P19838; AID 624139;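 active means spot fluorescence over background significantly raised, with a chance value under 7% in all four replicate spots of the compound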;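 further: probe protein is his-tagged human p50 processed subunit at 1 µg/ml; raw spot fluorescence signals with no normalization applied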
# Target sequence (P19838 1-433 limits assumed): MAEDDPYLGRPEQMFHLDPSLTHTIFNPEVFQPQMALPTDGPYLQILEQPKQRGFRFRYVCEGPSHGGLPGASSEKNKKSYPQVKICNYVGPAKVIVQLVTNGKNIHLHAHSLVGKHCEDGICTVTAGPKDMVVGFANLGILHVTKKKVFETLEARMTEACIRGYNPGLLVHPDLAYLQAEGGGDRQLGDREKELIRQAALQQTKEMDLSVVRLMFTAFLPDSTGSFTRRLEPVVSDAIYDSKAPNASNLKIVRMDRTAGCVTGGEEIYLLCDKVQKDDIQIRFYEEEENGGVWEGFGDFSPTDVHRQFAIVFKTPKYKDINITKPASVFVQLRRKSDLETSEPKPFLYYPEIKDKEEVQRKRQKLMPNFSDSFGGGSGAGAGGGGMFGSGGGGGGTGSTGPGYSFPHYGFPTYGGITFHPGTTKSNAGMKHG
# Calls only; i = inactive; + = active, no number.
SMILES,NFkB SMM
O=C(COc1ccccc1)Nc1ccc2oc(-c3ccccc3)nc2c1,i
C[C@@H]1CN([C@@H](C)CO)C(=O)c2cccc(NC(=O)NC3CCCCC3)c2O[C@@H]1CN(C)C,i
COc1ccc(S(=O)(=O)N(C)C[C@@H]2Oc3ccc(NC(=O)NC(C)C)cc3C(=O)N([C@H](C)CO)C[C@H]2C)cc1,i
C[C@@H]1CN([C@@H](C)CO)C(=O)CCCn2cc(nn2)CO[C@H]1CN(C)Cc1ccc(Cl)c(Cl)c1,i
C[C@H]1CN([C@@H](C)CO)C(=O)Cc2cc(NS(C)(=O)=O)ccc2O[C@@H]1CN(C)Cc1ccc(-c2ccccc2)cc1,i
O=C1O[C@@H](c2ccccc2)[C@@H](c2ccccc2)N2[C@@H](c3ccc(OCCO)cc3)[C@]3(C(=O)Nc4ccc(C#CC5(O)CCCCCC5)cc43)[C@@H](C(=O)O)[C@H]12,i
COC(=O)c1ccc(C(=O)OC)c(NC(=O)c2cnn3cccnc23)c1,i
N#Cc1ccccc1NC(=O)CN1CCC(C(N)=O)CC1,i
CN1C(=O)C(CC(=O)Nc2ccc(F)cc2)N(Cc2ccco2)C1=S (centres undefined),i
CC1=C(C(=O)Nc2ccccc2C)C(c2cccnc2)n2nc(SCc3ccccc3)nc2N1 (centres undefined),i
O=C(O)CC(C(=O)OC1CCCCC1)N1CCOCC1 (centres undefined),i
CCC1(C)C(=O)C=C2C(=COC(C)=C2C)C1O (centres undefined),i
Cc1noc(C)c1NC(=O)Nc1ccc2c(c1)CC(=O)N([C@@H](C)CO)C[C@H](C)[C@@H](CN(C)S(=O)(=O)c1cccs1)O2,i
COc1ccc(CN2C(C)Cc3cc(OC)c(OC)cc3C2C)cc1 (centres undefined),i
Cc1noc(C)c1S(=O)(=O)Nc1ccc2c(c1)C(=O)N([C@@H](C)CO)C[C@H](C)[C@H](CN(C)Cc1ccncc1)OCCCC[C@H](C)O2,i
CCN(CC(=O)Nc1ccccc1OC)S(=O)(=O)c1ccc(C)cc1,i
Cc1ccc(OCC(=O)Nc2cc(-c3nc4cc(C)c(C)cc4o3)ccc2C)cc1,i
CNC[C@@H]1OCCCC[C@@H](C)Oc2ccc(NC(=O)Nc3cccc4ccccc34)cc2C(=O)N([C@H](C)CO)C[C@@H]1C,i
C[C@H]1CCCCO[C@@H](CN(C)C(=O)Nc2ccccc2)[C@@H](C)CN([C@@H](C)CO)C(=O)c2cc(NS(=O)(=O)c3ccc(Cl)cc3)ccc2O1,i
Cc1onc(-c2ccccc2Cl)c1C(=O)NCCc1ccc(S(N)(=O)=O)cc1,i
COc1ccc(S(=O)(=O)N(C)C[C@H]2Oc3ccc(NC(=O)Nc4ccc(C(F)(F)F)cc4)cc3CC(=O)N([C@@H](C)CO)C[C@H]2C)cc1,i
C[C@@H]1CCCCO[C@@H](CN(C)S(=O)(=O)c2cccs2)[C@@H](C)CN([C@@H](C)CO)C(=O)c2cc(NS(C)(=O)=O)ccc2O1,i
CC(C)NC(=O)N(C)C[C@H]1Oc2ccc(NC(=O)CCN3CCOCC3)cc2CC(=O)N([C@H](C)CO)C[C@@H]1C,i
Cc1noc(C)c1NC(=O)N(C)C[C@@H]1OCCCC[C@H](C)Oc2ccc(NC(=O)c3ccncc3)cc2C(=O)N([C@@H](C)CO)C[C@@H]1C,i
COC(=O)c1c(NC(=O)Cn2cc([N+](=O)[O-])cn2)sc2c1CCCC2,i
# (continued)
SMILES,NFkB SMM
COc1ccc(S(=O)(=O)N(C)C[C@@H]2Oc3ccc(NC(=O)CCC(F)(F)F)cc3C(=O)N([C@H](C)CO)C[C@H]2C)cc1,i
COCCOC(=O)N1C(=O)[C@@]2(c3ccccc31)[C@H](C(=O)NC[C@H](O)c1ccccc1)[C@H]1C(=O)O[C@H](c3ccccc3)[C@H](c3ccccc3)N1[C@@H]2c1ccc(O)cc1,i
C[C@@H]1CCCCO[C@@H](CN(C)C(=O)Cc2ccccc2)[C@@H](C)CN([C@H](C)CO)C(=O)c2cc(NS(C)(=O)=O)ccc2O1,i
CNC[C@H]1Oc2c(NC(=O)Nc3c(C)noc3C)cccc2C(=O)N([C@H](C)CO)C[C@H]1C,i
C[C@@H]1CN([C@H](C)CO)C(=O)Cc2cc(NC(=O)CCN3CCOCC3)ccc2O[C@H]1CN(C)S(=O)(=O)c1ccccc1,i
CCOC(=O)c1c(NC(=O)C2COc3ccccc3O2)sc(C)c1C (centres undefined),i
CNC[C@@H]1Oc2ccc(NC(=O)NC3CCCCC3)cc2C(=O)N([C@@H](C)CO)C[C@H]1C,i
C[C@H]1CN([C@@H](C)CO)C(=O)c2cccc(NC(=O)Nc3ccc(C(F)(F)F)cc3)c2O[C@H]1CN(C)C(=O)Nc1ccccc1,i
C[C@@H]1CCCCO[C@H](CN(C)Cc2ccccc2)[C@@H](C)CN([C@@H](C)CO)C(=O)c2cc(NS(=O)(=O)c3ccccc3)ccc2O1,i
C[C@@H]1CN([C@@H](C)CO)C(=O)c2cccc(NC(=O)Nc3ccc(C(F)(F)F)cc3)c2O[C@H]1CN(C)S(=O)(=O)c1cn(C)cn1,+
CNC[C@@H]1Oc2ccc(NS(=O)(=O)c3cn(C)cn3)cc2CC(=O)N([C@@H](C)CO)C[C@H]1C,i
C[C@@H]1CN([C@@H](C)CO)C(=O)c2cc(NC(=O)Nc3ccccc3)ccc2O[C@@H](C)CCCCO[C@@H]1CN(C)S(=O)(=O)c1ccc(F)cc1,i
NC(=O)NCC#Cc1ccc2c(c1)[C@]1(C(=O)N2)[C@H](C(=O)Nc2nc3ccccc3s2)[C@H]2C(=O)O[C@H](c3ccccc3)[C@H](c3ccccc3)N2[C@@H]1c1ccc(OCCO)cc1,i
O=C(CCc1ccccc1)CC(CCc1ccccc1)OC1OC(COC2OC(CO)C(O)C(O)C2O)C(O)C(O)C1O (centres undefined),i
C[C@@H]1CN([C@H](C)CO)C(=O)c2cc(NC(=O)Nc3ccc(F)cc3)ccc2O[C@H]1CN(C)C(=O)NC1CCCCC1,i
C[C@@H]1CCCCO[C@@H](CN(C)Cc2ccccc2)[C@@H](C)CN([C@@H](C)CO)C(=O)c2cc(NS(=O)(=O)c3ccccc3)ccc2O1,i
C[C@@H]1CCCCO[C@@H](CN(C)C(=O)c2ccccc2)[C@H](C)CN([C@@H](C)CO)C(=O)c2cc(NS(=O)(=O)c3cn(C)cn3)ccc2O1,i
C[C@H]1CCCCO[C@@H](CN(C)Cc2ccncc2)[C@@H](C)CN([C@@H](C)CO)C(=O)c2cc(NC(=O)Nc3cccc4ccccc34)ccc2O1,i
Cc1noc(C)c1S(=O)(=O)N(C)C[C@@H]1Oc2ccc(NC(=O)Nc3ccccc3)cc2CC(=O)N([C@@H](C)CO)C[C@@H]1C,i
COC(=O)C(CC#Cc1ccc2c(c1)[C@]1(C(=O)N2)[C@H](C(N)=O)[C@H]2C(=O)O[C@H](c3ccccc3)[C@H](c3ccccc3)N2[C@@H]1c1ccc(O)cc1)C(=O)OC,i
N#C/C(=C/c1ccc(O)c(O)c1)C(=O)Nc1ccccc1,i
C[C@@H]1CCCCO[C@H](CN(C)C(=O)Nc2ccc(C(F)(F)F)cc2)[C@@H](C)CN([C@H](C)CO)C(=O)c2cc(NC(=O)Nc3ccc(C(F)(F)F)cc3)ccc2O1,i
C[C@@H]1CN([C@H](C)CO)C(=O)CCCn2nncc2CO[C@@H]1CN(C)C(=O)Nc1ccccc1F,i
C[C@H](CO)N1C[C@H](C)[C@H](CN(C)Cc2ccc3c(c2)OCO3)Oc2ncc(C#Cc3ccccc3)cc2C1=O,i
O=C(O)CCc1nn2cnc3sc4c(c3c2nc1=O)CCCC4,i
# Other compounds follow.
SMILES,NFkB SMM
O=C(Nc1ccccc1)C1=C[C@H](c2ccc3c(c2)OCO3)C[C@H](OCc2ccc(CO)cc2)O1,i
COc1ccc(S(=O)(=O)Nc2ccc3c(c2)CC(=O)N([C@H](C)CO)C[C@H](C)[C@@H](CN(C)C(=O)Nc2c(C)noc2C)O3)cc1,i
Cc1noc(C)c1S(=O)(=O)N(C)C[C@H]1OCc2cnnn2CCCC(=O)N([C@H](C)CO)C[C@H]1C,i
Cc1nc(SCc2csc(C)n2)c2c3c(sc2n1)CCCC3,i
C[C@@H]1CN([C@H](C)CO)C(=O)Cc2cc(NC(=O)C3CC3)ccc2O[C@H]1CN(C)Cc1ccc(-c2ccccc2)cc1,i
C[C@@H]1CCCCO[C@@H](CN(C)C)[C@H](C)CN([C@H](C)CO)C(=O)c2cc(NS(=O)(=O)c3ccc(Cl)cc3)ccc2O1,i
C[C@@H]1CN([C@H](C)CO)C(=O)c2cc(NC(=O)Cc3ccccc3)ccc2O[C@H]1CN(C)CC1CC1,i
c1ccc(C(NCc2cccnc2)(c2ccccc2)c2ccccc2)cc1,i
C[C@@H]1CN([C@H](C)CO)C(=O)Cc2cc(NC(=O)C3CC3)ccc2O[C@H]1CN(C)S(=O)(=O)c1ccccc1,i
C[C@@H]1CCCCO[C@@H](CN(C)C)[C@@H](C)CN([C@@H](C)CO)C(=O)c2cc(NC(=O)CCC(F)(F)F)ccc2O1,i
C[C@H]1CN([C@@H](C)CO)C(=O)c2cc(NS(=O)(=O)c3ccc(F)cc3)ccc2O[C@@H]1CN(C)C(=O)Nc1ccc2c(c1)OCO2,i
CC(=O)N(O)[C@@H]1c2cc(C#N)ccc2OC(C)(C)[C@H]1O,i
C[C@H](CO)N1C[C@H](C)[C@@H](CN(C)C)Oc2c(NS(C)(=O)=O)cccc2C1=O,i
COc1ccc(C#Cc2ccc3c(c2)[C@]2(C(=O)N3)[C@H](C(=O)Nc3nc4ccccc4s3)[C@H]3C(=O)O[C@H](c4ccccc4)[C@H](c4ccccc4)N3[C@@H]2c2ccc(OCCO)cc2)cc1,i
C=CCn1c(SCc2nc3ccccc3[nH]2)nnc1-c1ccccc1,i
C[C@@H]1CCCCO[C@@H](CN(C)C(=O)c2ccccc2)[C@@H](C)CN([C@@H](C)CO)C(=O)c2cc(NS(C)(=O)=O)ccc2O1,i
CS(=O)(=O)Nc1ccc(C(=O)NCc2ccccn2)cc1,i
C[C@H]1CCCCO[C@H](CN(C)C(=O)c2ccccc2)[C@@H](C)CN([C@@H](C)CO)C(=O)c2cc(NC(=O)Nc3ccc4c(c3)OCO4)ccc2O1,i
CNC[C@H]1OCCCC[C@H](C)Oc2ccc(N(C)C)cc2C(=O)N([C@H](C)CO)C[C@@H]1C,i
C[C@@H]1CN([C@H](C)CO)C(=O)c2cc(NS(=O)(=O)c3ccc(Cl)cc3)ccc2O[C@H]1CN(C)C(=O)NC1CCCCC1,i
O=C(C1=C[C@@H](c2ccc3c(c2)Cc2ccccc2-3)C[C@@H](OCc2ccc(CO)cc2)O1)N1CCN(Cc2ccc3c(c2)OCO3)CC1,i
O=C(CC1NC2CCCCC2NC1=O)Nc1ccccc1 (centres undefined),i
Cc1cc(S(=O)(=O)NC2CCCCC2)ccc1OCC(=O)O,i
COCCOC(=O)N1C(=O)[C@@]2(c3cc(C#CC4=CCCCC4)ccc31)[C@H](c1ccc(O)cc1)N1[C@H](c3ccccc3)[C@H](c3ccccc3)OC(=O)[C@H]1[C@@H]2C(=O)NC[C@H](O)c1ccccc1,i
Cc1ccc(S(=O)(=O)Nc2ccc3c(c2)C(=O)N([C@H](C)CO)C[C@H](C)[C@H](CN(C)C(=O)C2CCCCC2)OCCCC[C@H](C)O3)cc1,i

# Six compounds drawn at random from those above, as already listed:
SMILES,NFkB SMM
CCOC(=O)c1c(NC(=O)C2COc3ccccc3O2)sc(C)c1C (centres undefined),i
CN1C(=O)C(CC(=O)Nc2ccc(F)cc2)N(Cc2ccco2)C1=S (centres undefined),i
CS(=O)(=O)Nc1ccc(C(=O)NCc2ccccn2)cc1,i
C[C@@H]1CCCCO[C@@H](CN(C)C(=O)Cc2ccccc2)[C@@H](C)CN([C@H](C)CO)C(=O)c2cc(NS(C)(=O)=O)ccc2O1,i
C[C@H]1CN([C@@H](C)CO)C(=O)c2cc(NS(=O)(=O)c3ccc(F)cc3)ccc2O[C@@H]1CN(C)C(=O)Nc1ccc2c(c1)OCO2,i
c1ccc(C(NCc2cccnc2)(c2ccccc2)c2ccccc2)cc1,i

# The main list resumes, repeating the 3 entries before the break.
SMILES,NFkB SMM
Cc1cc(S(=O)(=O)NC2CCCCC2)ccc1OCC(=O)O,i
COCCOC(=O)N1C(=O)[C@@]2(c3cc(C#CC4=CCCCC4)ccc31)[C@H](c1ccc(O)cc1)N1[C@H](c3ccccc3)[C@H](c3ccccc3)OC(=O)[C@H]1[C@@H]2C(=O)NC[C@H](O)c1ccccc1,i
Cc1ccc(S(=O)(=O)Nc2ccc3c(c2)C(=O)N([C@H](C)CO)C[C@H](C)[C@H](CN(C)C(=O)C2CCCCC2)OCCCC[C@H](C)O3)cc1,i
CNC[C@H]1Oc2ccc(NS(=O)(=O)c3cn(C)cn3)cc2CC(=O)N([C@H](C)CO)C[C@H]1C,i
COc1ccc(C(=O)CSc2n[nH]c(C)n2)cc1[N+](=O)[O-],i
O=C(NCCCN1CCN(c2ccccc2[N+](=O)[O-])CC1)Nc1ccccc1F,i
C[C@@H]1CN([C@@H](C)CO)C(=O)c2cccc(NC(=O)C3CCOCC3)c2O[C@H]1CN(C)C(=O)Nc1ccc2c(c1)OCO2,i
CCCCCc1cc(OC)c2c(c1C(=O)O)OC(C)(C)C(O)C2 (centres undefined),i
COc1ccccc1CN(C)C[C@H]1OCc2cn(nn2)CCCC(=O)N([C@@H](C)CO)C[C@H]1C,i
C[C@H](CO)N1C[C@H](C)[C@H](CN(C)C(=O)Nc2cccc3ccccc23)Oc2ccc(N(C)C)cc2CC1=O,i
C[C@H](CO)N1C[C@H](C)[C@@H](CN(C)Cc2ccc(Cl)c(Cl)c2)Oc2c(NC(=O)c3ccncc3)cccc2C1=O,i
C[C@H]1CCCCO[C@@H](CN(C)C(=O)Nc2ccc(F)cc2)[C@@H](C)CN([C@@H](C)CO)C(=O)c2cc(NC(=O)c3ccncc3)ccc2O1,i
Cc1noc(C)c1NC(=O)Nc1cccc2c1O[C@@H](CN(C)C)[C@@H](C)CN([C@@H](C)CO)C2=O,i
COc1ccccc1S(=O)(=O)N(C)C[C@@H]1OCc2cnnn2CCCC(=O)N([C@H](C)CO)C[C@H]1C,i

# A portion of the library; the hit share may differ from the screen's.
